Screening results as filed in PubChem BioAssay.
MT stabilize HCS: microtubule stabilization, imaging screen. HeLa tubulin immunostaining HCS, 24 h; share of cells brighter than vehicle mean+2SD. % tubulin-high responders, % at 10 µM. actives 0.83% (n = 200,000). AID 2205;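 active means plate Z-score above 3 for both tubulin-high and condensed-nucleus cell shares, with cell loss under 80%, at 10 µM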;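 further: anti alpha tubulin signal scored within the nucleus-defined area of each cell; some results filed as inactive read as strong as hits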
ER stress rescue: rescue of cells from ER stress-induced death, primary screen, 384-well, CSM14.1, thapsigargin, ATP luminescence (AID 1222); CSM14.1 thapsigargin-induced death rescue, ATP luminescence; higher % means a stronger effect; cellular ATP content (survival), % at 20 µM, or EC50 in µM where a hit was titrated; 190,000 tested, under 10 active;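 active means EC50 below 50 µM in the dose-response confirmation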;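 further: death triggered by thapsigargin at about 15 µM added after 2 h compound pretreatment; cell ATP read after overnight thapsigargin exposure of roughly 18 to 22 hours; normalized against plate controls of thapsigargin alone and 5% DMSO vehicle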
Insulin prom up: MIN6 insulin promoter up-regulation; actives 0.3% (n = 190,000); MIN6 insulin promoter-GFP reporter, high-content imaging; hits give high values; z-score at 5 µM;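 active means z-score above 3 at 5 µM with at least 500 cells counted in the well; inconclusive means wells under 500 cells, flagged as cytotoxic or low count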
T cell modulator: modulates CD8 T cell binding to vesicles; actives 0.068% (n = 330,000); calls only at 7 µM; 2C CD8+ T cell-vesicle binding, flow cytometry; hits give low values;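 active means response, share of CD8 T cells binding vesicles, and their 90th percentile fluorescence all below set limits, cut at about 80% in these data, passing the limit was not always enough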
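incubation = binding step 1.5 h, 37 °C, antibody labelling 20 min, ice | test system = 2C mouse CD8+ T cells | read-out basis = percent CD8+ FL2 mean versus row control | controls = Peptide-free naked vesicles (low) and QL9 vesicles with 0.7% DMSO vehicle (high) | detection = flow cytometry of vesicle-bound cells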
Salmonella PhoP GFP: inhibitors of PhoP regulon expression, primary screen, Salmonella Typhimurium, GFP reporter (AID 1863); S. Typhimurium PhoP-regulated promoter GFP reporter, 4 h; higher % means a stronger effect; inhibition, % at 50 µM, or IC50 in µM where a hit was titrated; actives 0.16% (n = 300,000);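 active means inhibition over 29.93%, a cutoff 3 SD above the screen mean, later confirmed by dose response; inconclusive means inhibition over 29.93% but no dose response follow-up; inactive means inhibition at most 29.93% or unconfirmed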;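 further: 0% = low Mg2+ inducing control and 100% = high Mg2+ repressing control; strong numbers were not always called active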
Lipid droplet: modulators of hepatic lipid droplet formation. AML12 mouse hepatocytes, oleate lipid droplets, BODIPY imaging. inhibition, % at 6.5 µM. actives 0.4% (n = 240,000);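 active means lipid droplet intensity inhibited by at least 50%, with more than 500 cells counted; inconclusive means wells with under 300 cells, treated as cytotoxic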
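Material: mouse AML12 hepatocyte cell line, fixed after treatment; Timing: compound with oleate, overnight; Technique: high-content imaging of BODIPY-stained droplets and DAPI nuclei; Probe or stimulus: oleate, 100 µM final; Dosing: compound at 6.5 µM only.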
bCat nuc transl: beta-catenin nuclear translocation modulation; HeLa beta-catenin nuclear translocation, immunofluorescence imaging; nuclear translocation activity, % at 5 µM; actives 0.3% (n = 190,000); AID 1665;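 active means nuclear translocation activity above 50% at 5 µM, with a well cell count of 50 or more; inconclusive means wells under 50 cells across six images, flagged as toxic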;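 further: per-cell ratio of nuclear to cytoplasmic median beta-catenin stain intensity; plate controls were DMSO negative control for no effect and GSK-3 inhibitor IX positive control for full effect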
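Assay system: human HeLa cells, native beta-catenin; doses: 5 µM primary, 0.02–20 µM confirmation; incubation: compound treatment 24 h, 37°C, 5% CO2; technique: fluorescence imaging of beta-catenin antibody stain plus DAPI; measure: % activation, nuclear-to-cytoplasmic median beta-catenin signal ratio per cell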
Autophagy HCS: alters autophagy in cells; MEF GFP-LC3 puncta imaging; test concentration mostly 10 µM; calls only at 10 µM (by protocol); actives 0.98% (n = 190,000); AID 463193;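 active means percentage of spot-positive cells more than 3 SD above its plate mean, without a fluorescence outlier flag or 80% toxicity; inconclusive means no clear call, values can overlap the other calls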;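 further: spot-positive cell cutoff set from DMSO-treated cells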
Dynein transport: blocks dynein driven cargo transport along microtubules. actives 0.47% (n = 220,000). AID 1381. 3617.4 mouse cells, GR-EGFP nuclear translocation imaging; test concentration mostly 20 µM; stimulated with dexamethasone, 1 µM; hits give low values. z-score, hits read low;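 active means plate z-score of nuclear minus cytoplasmic receptor signal below a set negative limit, without overly bright fluorescence or cell loss, cut at about -3.5 in these data, passing the limit was not always enough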;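 further: z-score of nuclear minus cytoplasmic ring GR-EGFP intensity difference per well; some compounds called inactive have numbers as strong as hits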
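Also added – dexamethasone, 1.0 µM final · Buffer or medium – tet-free, stripped-serum medium · Schedule – induction 48 h, compound 1 h, agonist 30 min · Detection – formaldehyde fixation, Hoechst nuclear stain, 10x automated fluorescence imaging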
Dynein transport cytoplasmic EGFP: also measured in Dynein transport; calls as there; z-score; measured here: cytoplasmic GR-EGFP intensity; hits give high values
Dynein transport nuclear GR-EGFP: second read-out of Dynein transport, no call of its own (marks repeat the call); z-score; measured here: nuclear GR-EGFP intensity;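 lower value marks the stronger effect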
Dynein transport cell count: further read-out of Dynein transport, marked with its call; z-score; measured here: cell count per field
Insulin prom up cell count: further read-out of Insulin prom up, marked with its call; cell count; measured here: cytotoxicity, nuclei count;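 total cells summed across four imaged fields per well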
Lipid droplet cells 6.5 µM: second read-out of Lipid droplet, no call of its own (marks repeat the call); cell count; measured here: cell count, cytotoxicity flag;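 cells counted across two imaged fields per well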
bCat nuc transl cell count 5 µM: further read-out of bCat nuc transl, marked with its call; cell count; measured here: cell count, cytotoxicity flag
T cell modulator vesicle-bound %: recorded beside T cell modulator, whose call it bears; double positive events, %; measured here: CD8+ vesicle-bound cell fraction;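 binding gate set so that unloaded-vesicle control wells show 10% double positive cells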
MT stabilize HCS Hoechst-high %: also measured in MT stabilize HCS; calls as there; % Hoechst-high responders; measured here: nuclear condensation Hoechst responders;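 share of cells brighter than vehicle mean plus two SD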
MT stabilize HCS cytotoxicity %: further read-out of MT stabilize HCS, marked with its call; toxicity, %; measured here: cytotoxicity by cell density;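 0% = mean cell density of plate MIN control wells and 100% = no cells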
Autophagy HCS cell loss 18 h: further read-out of Autophagy HCS, marked with its call; toxicity, %; measured here: cell loss, nuclei count;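 cell loss after 18 h compound exposure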
* marks the source's active call; other numbers are inactive results; i = inactive; ? = inconclusive; · = no result given; + = active, no number.

SMILES | MT stabilize HCS | MT stabilize HCS Hoechst-high % | MT stabilize HCS cytotoxicity % | ER stress rescue | Insulin prom up | Insulin prom up cell count | T cell modulator | T cell modulator vesicle-bound % | Salmonella PhoP GFP | Lipid droplet | Lipid droplet cells 6.5 µM | bCat nuc transl | bCat nuc transl cell count 5 µM | Autophagy HCS | Autophagy HCS cell loss 18 h | Dynein transport | Dynein transport cytoplasmic EGFP | Dynein transport nuclear GR-EGFP | Dynein transport cell count
CN1/C(=C/C(=O)c2ccc(Cl)cc2)Sc2cc3c(cc21)OCO3 | 2.5 | 1.8 | 0.5 | -2.8% | -0.73 | 1360 | i | 49 | 0% | 28 | 706 | 3.7 | 1025 | + | 3.0* | -0.58 | 1.1 | -0.032 | 0.089
COc1ccccc1NC(=O)N(c1c(N)n(Cc2ccccc2)c(=O)[nH]c1=O)C1CCCC1 | 2.6 | 1.8 | 14 | 0.5% | 0.11 | 1367 | i | 25 | 2% | · | · | -7.2 | 987 | i | 5 | 0.31 | -0.53 | -0.029 | 0.67
Cc1cccc(N2CCN(CC(O)COc3ccc(Cl)cc3)CC2)c1 (stereo unspecified) | · | · | · | · | 1.2 | 869 | i | 39 | -1% | -8 | 721 | -1.1 | 1371 | · | · | 0.23 | -0.21 | 0.72 | -1.1
Cc1ccc(C(=O)NNC(=O)C2CCN(S(=O)(=O)c3ccc(Cl)cc3)CC2)cc1 | 1.6 | 1.0 | 4.7 | -1.2% | · | · | i | 10 | 2% | -35 | 613 | -1.0 | 999 | i | -1 | -0.15 | -0.32 | -0.49 | 0.69
CCOc1ccc(NC(=O)CN(C)S(=O)(=O)c2cnc[nH]2)cc1 | 2.4 | 1.9 | 9.0 | -1.2% | 0.24 | 1211 | i | 24 | 4% | -27 | 687 | -0.3 | 1105 | i | -2 | -0.4 | -0.27 | -0.38 | 0.72
CCCCN1CC(O)=C(c2nc3ccccc3s2)C1=N | 3.7 | 3.4 | 1.6 | 2.5% | -0.35 | 1103 | i | 35 | 19% | · | · | 1.2 | 1130 | i | 18 | -0.84 | -0.25 | 0.18 | 0.35
c1ccc2c(c1)OCC(c1nnc3n1-c1ccccc1SC3)O2 (stereo unspecified) | 1.5 | 2.4 | 11 | 5.9% | -0.16 | 1319 | i | 9 | 2% | · | · | -2.3 | 991 | i | 19 | -0.39 | -0.24 | -0.046 | -0.081
N#Cc1ccc(C(=O)Nc2cc(S(=O)(=O)Nc3ccc(Cl)cc3)ccc2N2CCCCC2)cc1 | 2.6 | 5.1 | 3.8 | -1.2% | -0.63 | 1330 | i | 44 | -10% | -33 | 460 | -1.8 | 1120 | i | 1 | 0.32 | -0.03 | 0.54 | -0.96
COc1ccc(/C=C/C(=O)OCC(=O)Nc2ccc(Cl)cn2)cc1 | 2.8 | 2.9 | 0.8 | 1.4% | 0 | 1242 | i | 18 | 5% | -8 | 674 | -2.6 | 1058 | i | -2 | 1.2 | -0.036 | 0.23 | -1.8
O=C(N[C@@H](Cc1c[nH]c2ccccc12)C(=O)O)c1ccc(Cl)cc1 | 3.3 | 3.4 | 7.3 | -1.1% | -0.4 | 1516 | i | 46 | 2% | 6 | 665 | 3.9 | 957 | i | 18 | 0.15 | -0.21 | -0.17 | 0.37
CCCN1CCCc2cc(CN)ccc21 | 2.0 | 1.3 | 1.0 | -2.6% | ? | · | i | 5 | 3% | · | · | 0.2 | 1109 | i | 0 | -0.64 | -0.12 | -0.24 | 0.41
CC(=O)Nc1ccc(S(=O)(=O)Oc2cccc(/C=N/N=C3/NC(=O)C(CC(=O)O)S3)c2)cc1 (stereo unspecified) | 3.5 | 4.1 | 8.6 | -1.1% | 0.24 | 1512 | i | 60 | 2% | 11 | 679 | 0.8 | 902 | i | 0 | 0.53 | -0.31 | 0.74 | -0.37
COc1ccccc1NC(=O)Cc1nn(C)c(=O)c2ccccc12 | 1.7 | 1.5 | 3.9 | · | -5.8 | 769 | i | 30 | -7% | -12 | 668 | -0.8 | 1119 | i | 4 | -0.72 | -0.27 | -1 | 1
CNC(=S)NN(C)c1nc(C)cc(C)n1 | 2.1 | 2.3 | 2.2 | -0.9% | 0.9 | 1271 | i | 22 | -1% | -6 | 710 | -6.2 | 101 | i | -3 | -0.65 | 0.051 | -0.55 | 3.9
C=CCSc1nc2c(cc1C#N)CCC2 | 2.4 | 0.3 | 35 | · | 1.1 | 1094 | i | 31 | 18% | 12 | 659 | -0.3 | 1070 | i | -6 | 0.36 | -0.23 | 0.18 | 0.56
O=C(CSc1nc2ccccc2n1S(=O)(=O)c1ccccc1)N1CCCCC1 | 3.2 | 2.0 | 4.7 | 0.9% | 0.97 | 1526 | i | 35 | 6% | · | · | -1.2 | 1404 | i | -6 | -0.22 | -0.19 | -0.0037 | -0.31
Clc1cccc2sc(-c3nnc(-c4ccccc4)o3)c(Cl)c12 | 4.0 | 2.7 | 7.8 | · | · | · | i | 26 | · | · | · | · | · | i | 19 | 1.4 | -0.23 | 0.57 | -0.37
COC(=O)c1n[nH]nc1-c1ccccc1 | 2.5 | 2.5 | 1.8 | -0.8% | -0.05 | 1158 | i | 8 | -2% | 14 | 675 | 2.4 | 485 | i | -7 | -0.74 | -0.1 | -0.5 | 0.28
COc1ccc(NS(=O)(=O)c2cccc(N/C(=N\S(=O)(=O)c3ccccc3)c3ccc(F)cc3)c2)cc1 | 4.2 | 3.1 | 8.2 | 0.5% | -0.04 | 1228 | i | 56 | 12% | -8 | 588 | · | · | i | -2 | 0.64 | -0.21 | -0.13 | -0.14
COc1cc2cccc(OC)c(=O)c2c(O)c1OC | 4.0 | 2.7 | 9.1 | -0.1% | -1.6 | 1274 | i | 50 | -4% | -9 | 628 | 0.3 | 961 | i | -5 | -0.66 | -0.26 | -0.46 | 0.9
COc1cccc(NC(=O)Nc2nnc(CC(=O)Nc3ccccc3)s2)c1 | · | · | · | · | -0.22 | 945 | i | 30 | -9% | 0 | 696 | 0.3 | 1342 | · | · | -0.61 | -0.2 | 0.47 | -0.56
CCN(CC)S(=O)(=O)c1ccc(/C=C/C(=O)Nc2ccccc2N2CCOCC2)cc1 | · | · | · | · | -0.47 | 1156 | i | 31 | -6% | 4 | 748 | 0.6 | 1397 | · | · | -0.04 | -0.17 | 0.089 | 0.27
Cc1cc(C)cc(OCC(=O)Nc2cccc(-c3nc4ncccc4o3)c2)c1 | 4.0 | 2.3 | 2.1 | 0.0% | 0.29 | 902 | i | 33 | 8% | · | · | -1.0 | 1137 | i | 1 | -0.21 | -0.2 | 0.01 | 0.24
COc1ccccc1[C@@H]1C(c2cccc(Cl)c2)=NN(c2ccc(Br)cc2)[C@H]1C(=O)N1CCOC1=O | 5.4 | 1.2 | 6.9 | -2.3% | ? | · | i | 47 | 5% | -24 | 737 | · | · | i | 12 | -1.6 | 1.4e-05 | -0.082 | 0.57
CCN(c1ccc(F)cc1)S(=O)(=O)c1ccc2[nH]cc(C(=O)NCCCN3CCOCC3)c(=O)c2c1 | 2.7 | 2.5 | 2.8 | -3.1% | 0.1 | 1190 | i | 12 | -1% | 9 | 718 | -0.3 | 1081 | i | 14 | 0.063 | -0.031 | -0.026 | -0.75
CCn1c2ccccc2c2cc(/C=N/NC(=O)c3ccccc3)ccc21 | 20* | 26* | 34* | 8.6% | -0.61 | 1493 | i | 5 | 31% | · | · | 1.3 | 1253 | i | -15 | -0.036 | -0.12 | 0.29 | 1.1
Cc1ccc(NC(=O)C(NC2CCCc3ccccc32)c2ccccc2)cc1Cl (stereo unspecified) | 1.9 | 2.1 | 4.2 | -1.9% | -1.5 | 1159 | i | 56 | 6% | 5 | 684 | 0.7 | 903 | i | 9 | -0.1 | -0.22 | -0.23 | 0.11
Cc1ccccc1NC(=O)CSCc1nc(N)nc(Nc2ccccc2C)n1 | 1.7 | 3.7 | 7.7 | 1.0% | 0.62 | 1600 | i | 64 | 13% | -14 | 676 | -0.7 | 1065 | i | 5 | 0.65 | -0.021 | 0.52 | -0.92
COC(CNC(=O)c1c[nH]c2ccc(S(=O)(=O)N3CCC4(CC3)OCCO4)cc2c1=O)OC | 2.2 | 0.8 | 3.5 | 1.6% | -0.08 | 1360 | i | 59 | 3% | 2 | 719 | -3.6 | 559 | i | 19 | 2.4 | 0.12 | 1.8 | -1.2
